Screening results: PubChem, several laboratories
NR2E3 ag-1 – NR2E3 (human) agonism. AID 2300. Q9Y5X4. inhibition of corepressor binding, % at 4.78 µM. hit rate 0.12% among 320,000. GST-NR2E3/biotin-RetCOR TR-FRET, 1536-well;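 active means percent inhibition above the cutoff of mean plus 3 SD of all tested compounds, set per screening campaign, cut at about 20% in these data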;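 further: 0% = DMSO wells and 100% = biotin wells as full block of FRET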
Target sequence (Q9Y5X4 whole entry, looked up): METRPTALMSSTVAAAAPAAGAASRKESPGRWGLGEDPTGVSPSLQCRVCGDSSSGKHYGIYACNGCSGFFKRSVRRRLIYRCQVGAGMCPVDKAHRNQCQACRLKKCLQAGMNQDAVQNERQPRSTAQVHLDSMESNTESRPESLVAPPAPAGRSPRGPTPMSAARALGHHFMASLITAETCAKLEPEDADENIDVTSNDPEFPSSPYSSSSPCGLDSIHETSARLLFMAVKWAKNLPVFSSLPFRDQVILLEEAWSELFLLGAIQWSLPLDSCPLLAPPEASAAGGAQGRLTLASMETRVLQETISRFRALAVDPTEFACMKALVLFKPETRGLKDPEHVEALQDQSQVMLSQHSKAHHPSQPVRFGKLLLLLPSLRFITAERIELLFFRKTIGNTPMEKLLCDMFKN
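Test system – NR2E3–RetCOR corepressor complex · Quantity – NR2E3 fusion 1.35 nM · Buffer or medium – Tris pH 7.5 · Incubation – Compound–protein incubation for 5 h at 4 °C · Technique – TR-FRET, Eu(K)-anti-GST donor, streptavidin-D2 acceptor, ex 340, em 617/671 nm · Evaluation – percent inhibition of 671/617 nm emission ratio versus biotin and DMSO controls · Plate – 1536-well format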
iPSC survival up – hiPSC single-cell survival enhancement. ATPlite luminescence; 100% = ROCK inhibitor wells, 0% = DMSO. AID 602274. hit rate 0.044% among 360,000. survival enhancement, % at 20 µM; in the data active means survival enhancement above about 18%;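 further: cells exposed to compounds for 16 hours before the ATP read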
CF NFkB inh – blocks PAF-induced NF-kB reporter in cystic fibrosis cells; KKLEB NF-kB-GFP reporter, GFP fluorescence overnight; inhibition, % at 5 µM; hit rate 0.86% among 360,000;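 active means at least 50% inhibition at 5 µM, scaled per plate between neutral and stimulator controls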;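 further: PAF is a Pseudomonas aeruginosa culture filtrate used as stimulus; plate controls were PAF-stimulated DMSO wells for no effect and unstimulated DMSO wells for full effect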
NR2E3 ag-2 – human photoreceptor-specific nuclear receptor agonism. CHO-S Gal4-NCOR/VP16-NR2E3 two-hybrid, luciferase. AID 602229. inhibition of corepressor binding, % at 3.98 µM. hit rate 0.35% among 360,000;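 active means inhibition above the mean of all tested compounds plus 3 SD, cut at about 70% in these data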;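 further: 0% = DMSO with NR2E3 transfected cells and 100% = cells lacking NR2E3 construct; higher means lower luciferase signal from less NR2E3 corepressor binding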
HIF-2a inh – HIF-2a inhibition | 786-0 RCC cells HIF-2a reporter, luciferase luminescence, overnight | inhibition, % at 18.8 µM | hit rate 0.72% among 360,000;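 active means inhibition of the luminescence signal of 40% or more relative to plate controls, in a single-dose primary screen at 18.75 µM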
Peg3 prom inh – reduces Peg3 promoter-driven luciferase expression in HeLa; HeLa PEG-Prom luciferase reporter, luminescence, overnight; inhibition, % at 20 µM; hit rate 1.7% among 360,000; AID 588405;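 active means inhibition of at least 50% at 20 µM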
Shn3 3UTR inh – inhibitors of Schnurri-3 3'UTR reporter in osteoblasts. hit rate 0.52% among 360,000. inhibition, % at 12.5 µM. Clone20 osteoblast Shn3 3'UTR firefly luciferase, 24 h;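 active means mean inhibition of at least 75% with every replicate also reaching 75%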;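 further: 0% = median of neutral control wells and 100% = pilot-screen positive control compound; some compounds past the cut are filed as inactive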
KKLEB tox – counter-screen for CF NF-kB inhibitors: cytotoxicity. hit rate 0.36% among 360,000. KKLEB CF airway cells viability, ATPlite luminescence, overnight; hits give low values; cells stimulated with P. aeruginosa culture filtrate. activity change (cytotoxicity), % at 5 µM. AID 602141;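 active means corrected activity change at or below -50% at 5 µM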
MITF TRPM1 inh – reduces MITF-dependent TRPM1 promoter luciferase signal; SK-MEL-5 TRPM1 promoter luciferase, 24 h; inhibition, % at 12.5 µM; hit rate 0.83% among 330,000;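 active means mean inhibition across replicates of 60% or more, whatever share of single replicates reaches that level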; further: values of inactives mirror those of a sister screen read the other way
EBV LMP1 NFkB – inhibitors of Epstein-Barr LMP1-induced NF-kappaB reporter. LMP1-induced NF-kappaB luciferase reporter cells, luminescence. inhibition, % at 12.5 µM. hit rate 0.69% among 350,000; in the data active means inhibition above about 41%;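 further: 0% = neutral control wells and 100% = reference inhibitor control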
TRAIL sens C8 – sensitizes caspase-8 expressing cells to TRAIL | inhibition (viability loss, TRAIL sensitization), % at 10 µM | NB7+C8 cells + TRAIL, ATPlite viability luminescence | AID 624354 | hit rate 1% among 360,000;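 active means compounds causing at least 50% loss of cell viability in the single-dose screen, relative to plate controls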
* = called active by the depositor; · = no result given.

SMILES | NR2E3 ag-1 | iPSC survival up | CF NFkB inh | NR2E3 ag-2 | HIF-2a inh | Peg3 prom inh | Shn3 3UTR inh | KKLEB tox | MITF TRPM1 inh | EBV LMP1 NFkB | TRAIL sens C8
COc1ccc(CC(=O)Nc2oc(-c3ccccc3)c(-c3ccccc3)c2C#N)cc1OC | 1 | 0.3 | -7 | -3 | -12 | -3 | 18 | 9 | 7 | 0 | -9
O=C(CN1C(=O)c2ccccc2C1=O)OCC(=O)N1CCc2ccccc2C1 | 1 | 9.3 | 4 | 7 | 10 | 10 | -5 | -2 | -9 | 1 | 19
Cc1ccc(CNS(=O)(=O)NCc2ccccc2)cc1 | 0 | 2.9 | -6 | -18 | 22 | 2 | -8 | 4 | 7 | -4 | -1
CC(C)(C)C1CCC(C(=O)Nc2ccccc2N2CCOCC2)CC1 (configuration not stated) | 3 | -0.3 | 6 | -18 | 1 | 25 | 9 | -6 | 15 | -11 | 6
c1ccc2c(c1)C(=NCC1CCCO1)NC2=NCC1CCCO1 (configuration not stated) | 4 | -1.4 | 2 | -12 | 4 | -13 | 6 | -4 | 1 | -3 | 2
CC(=O)c1ccc(OCC(=O)Nc2c(C)nn(-c3ccccc3)c2C)cc1 | -5 | -0.4 | -23 | 12 | 2 | -12 | -11 | 16 | -8 | -1 | 10
COc1ccc(C(=O)OCC(=O)c2ccc[nH]2)cc1 | 0 | 2.0 | -27 | -18 | -210 | -282 | -95 | 11 | -76 | -13 | 0
CC(Oc1ccccc1F)C(=O)NNC(=O)c1cccc(S(=O)(=O)N2CCN(C)CC2)c1 (configuration not stated) | 1 | -0.3 | 19 | -23 | 8 | 1 | 3 | -7 | -10 | -2 | -19
COc1ccc(CCCC(=O)NCCc2ccccc2)cc1 | · | -0.2 | 4 | 6 | -7 | 5 | -18 | -2 | 14 | 1 | -3
O=C(OCCOc1ccccc1Cl)c1ccc(-n2cnnn2)cc1 | -2 | -0.9 | 3 | -28 | -110 | -115 | -16 | -2 | -18 | -5 | 1
Cc1oc2ccccc2c1CC(=O)NCCCN(C)C | 0 | -0.8 | 4 | -17 | -2 | 13 | -61 | 10 | -4 | -8 | -7
COC(=O)C1=CN(CCCN2CCCC2=O)C=C(C(=O)OC)C1c1cccs1 | -1 | 3.1 | 0 | -4 | 14 | 10 | -6 | 4 | 4 | 0 | -7
O=C(NCCC1=CCCCC1)C(=O)NCCc1ccc(Cl)cc1 | 3 | -0.6 | 4 | -28 | 18 | 11 | -7 | 0 | 5 | -6 | -3
O=C(c1ccc(C#Cc2ccccc2)o1)N1CCN(c2ccccn2)CC1 | -2 | 0.8 | 4 | -50 | -15 | 5 | 10 | -2 | 3 | -2 | -8
C/C(=N\Nc1cccc(C(=O)O)c1)c1cc2ccccc2o1 | -4 | 0.6 | -4 | -114 | -179 | -176 | -14 | -6 | -18 | -12 | -13
Cc1ccc(C2(C)NC(=O)N(CC(=O)NC(=O)NCCC(C)C)C2=O)cc1 (configuration not stated) | 3 | 2.7 | -6 | 17 | 19 | 21 | 7 | 2 | 17 | -1 | -3
Cc1cc(C)cc(NC(=O)C2CCCN2C(=O)NC2CCCCC2)c1 (configuration not stated) | -3 | 1.3 | 21 | -35 | -4 | -12 | 8 | -28 | 2 | -3 | 3
CC(CC(=O)Nc1ccccc1)NCCCN1CCCC1=O (configuration not stated) | 1 | 1.1 | -23 | 21 | 10 | 2 | -5 | 2 | 0 | 3 | 18
CC(C)NC(=O)N(C)C[C@H]1Oc2ccc(NC(=O)NC3CCCCC3)cc2C(=O)N([C@H](C)CO)C[C@@H]1C | · | -0.7 | -8 | 9 | -1 | -14 | 5 | 9 | 0 | 2 | -12
O=Cc1ccc(OCC(=O)NC(=O)NC2CCCCC2)cc1 | 0 | -2.7 | 11 | -45 | 21 | -11 | -6 | -3 | -1 | -2 | 17
COc1ccc(NC(=O)CSc2nnc(C3CC3)n2N)cc1 | -2 | -2.3 | 3 | -8 | -7 | 7 | -12 | 13 | -1 | 2 | 3
COC(=O)COc1ccc2c(=O)c(-c3ccccc3)coc2c1 | 2 | 0.4 | 4 | -11 | 37 | -3 | -13 | 9 | -1 | 1 | 4
NS(=O)(=O)c1cccc(NC(=O)CC23CC4CC(C2)CC(CC(=O)Nc2cccc(S(N)(=O)=O)c2)(C4)C3)c1 | 2 | 0.0 | 7 | -30 | 17 | 10 | -3 | 0 | 1 | 7 | -15
Cc1onc(-c2c(Cl)cccc2Cl)c1C(=O)OCC(=O)c1ccccc1 | 1 | 0.5 | 7 | 8 | 16 | 17 | 8 | -4 | -7 | 1 | -14
Cn1c(SCc2ccc([N+](=O)[O-])cc2)nnc1-c1ccncc1 | 2 | 0.4 | -14 | -17 | 3 | 3 | 26 | 1 | -1 | -6 | -5
COC(=O)c1sc(S(=O)(=O)N2CCN(CCO)CC2)c(C(=O)OC)c1C | 2 | 0.1 | -14 | -2 | 3 | 8 | -11 | -6 | 1 | -1 | -6
CCOC(=O)CCC(=O)Nc1ccc([N+](=O)[O-])cc1C | 0 | 0.7 | -8 | -4 | 8 | -54 | -1 | 9 | -5 | -6 | 33
O=C1CSC(=S)N1 | -5 | -2.5 | 2 | -10 | -2 | -15 | -3 | -9 | -6 | -6 | -8
Cc1cc2[nH]c(=O)c(=O)[nH]c2cc1S(=O)(=O)N1CCN(c2ccccc2)CC1 | -1 | 2.8 | -22 | -21 | -3 | 3 | -10 | 15 | 7 | -1 | -8
Cc1ccnc(NC(=O)c2cccc(S(=O)(=O)N3CCCc4ccccc43)c2)c1 | 2 | -0.1 | 11 | -122 | -116 | -161 | -50 | -14 | -82 | -17 | 31
COC(=O)Nc1ccc(S(=O)(=O)N2CCN(c3ccc(F)cc3)CC2)cc1 | 2 | -3.6 | 13 | 4 | 15 | 11 | 18 | 0 | -7 | 4 | -8
Cc1nnc(SCC(=O)NC(=O)NCc2ccco2)n1Cc1ccccc1 | -1 | -0.7 | 5 | -24 | 5 | 3 | -1 | -11 | 3 | 7 | -26
Cc1ncoc1C(=O)N1CCCC(C(=O)c2ccc(Oc3ccccc3)cc2)C1 (configuration not stated) | 3 | 0.5 | -21 | -6 | 11 | 2 | 4 | -5 | 7 | -4 | 2
Brc1ccc(C2Nc3cccc4cccc(c34)N2)s1 | 0 | 2.3 | 16 | -44 | 23 | 20 | 17 | 5 | 14 | -7 | 3
COc1ccccc1C1CC(c2ccc(Br)cc2)=NN1C(=O)c1cccnc1 (configuration not stated) | -3 | 1.3 | 10 | -34 | 5 | 35 | -12 | -8 | 24 | -11 | -9
O=C(CN1CCOCC1)Nc1nc2ccc([N+](=O)[O-])cc2s1 | 0 | 1.1 | -7 | 4 | -35 | -22 | -1 | -6 | 7 | -9 | 23
O=C(N/N=C/c1ccccc1C(=O)O)c1cccc(S(=O)(=O)N2CCOCC2)c1 | -1 | 2.4 | -32 | 3 | 11 | -18 | 4 | 29 | 4 | -3 | -3
C[C@H](CO)N1C[C@H](C)[C@@H](CN(C)C)Oc2c(NS(=O)(=O)c3ccc(F)cc3)cccc2C1=O | · | -0.3 | 14 | -4 | 14 | -17 | -6 | -6 | 1 | -1 | -3
Cc1ccc(C(=O)N=c2sccn2C)cc1C | -1 | -0.1 | -34 | -174 | -227 | -291 | -117 | -12 | -75 | -23 | 20
Cc1ccc(C(=O)N2[C@@H]3CN(C)C(=O)[C@@]2(Cc2ccccc2)[C@H]2C(=O)N(Cc4ccccc4)C(=O)[C@@H]32)cc1 | · | 1.5 | -2 | -36 | 13 | 5 | 8 | -21 | -4 | 4 | -17

Retrieved by compound from the list above (two):
SMILES | NR2E3 ag-1 | iPSC survival up | CF NFkB inh | NR2E3 ag-2 | HIF-2a inh | Peg3 prom inh | Shn3 3UTR inh | KKLEB tox | MITF TRPM1 inh | EBV LMP1 NFkB | TRAIL sens C8
C[C@H](CO)N1C[C@H](C)[C@@H](CN(C)C)Oc2c(NS(=O)(=O)c3ccc(F)cc3)cccc2C1=O | · | -0.3 | 14 | -4 | 14 | -17 | -6 | -6 | 1 | -1 | -3
Cc1ccc(C(=O)N2[C@@H]3CN(C)C(=O)[C@@]2(Cc2ccccc2)[C@H]2C(=O)N(Cc4ccccc4)C(=O)[C@@H]32)cc1 | · | 1.5 | -2 | -36 | 13 | 5 | 8 | -21 | -4 | 4 | -17

Further results
SMILES | NR2E3 ag-1 | iPSC survival up | CF NFkB inh | NR2E3 ag-2 | HIF-2a inh | Peg3 prom inh | Shn3 3UTR inh | KKLEB tox | MITF TRPM1 inh | EBV LMP1 NFkB | TRAIL sens C8
N#Cc1cccc(NC(=O)CCNC(=O)c2ccccc2Cl)c1 | -1 | 0.4 | -3 | -23 | 5 | -6 | -47 | 5 | 4 | -13 | -8
COc1ccc(Cl)cc1Nc1nc(C)cc(=O)[nH]1 | -2 | -0.9 | -3 | -1 | 18 | 8 | 21 | -18 | 3 | -2 | -30
Cc1ccc2nc3n(c(=O)c2c1)CCC3 | 1 | -0.7 | 7 | -10 | 3 | -3 | -9 | -12 | 4 | 1 | -1
COCCN(C(=O)COC(=O)/C=C/c1ccc(OC)c(OC)c1)c1c(N)n(Cc2ccccc2)c(=O)[nH]c1=O | 1 | -0.4 | -2 | -2 | 6 | -7 | -34 | -6 | 6 | 7 | 0
Cc1ccccc1C(=O)N1N=C(c2ccc(NS(C)(=O)=O)cc2)CC1c1cccs1 (configuration not stated) | 0 | 0.6 | -8 | -27 | 12 | 10 | -28 | -2 | -7 | 1 | -9
COc1ccc(C(=O)CSc2nnc(CNc3nc(-c4ccccc4)cs3)n2C)cc1 | -3 | -1.0 | 7 | -2 | 19 | 14 | 2 | -6 | 9 | 6 | 1
Cn1c(CCc2nc3ccccc3[nH]2)n[nH]c1=S | -4 | 7.8 | -21 | -8 | 12 | -12 | -11 | 17 | 0 | -3 | -1
Cc1ccc(-n2cnc3cc(NCc4cccs4)ccc32)cc1 | -2 | -1.5 | 8 | -48 | -132 | -244 | -29 | -9 | -28 | -9 | 18
Cc1ccc(C2CCN(C(=S)NC3CCCCC3)C2)cc1 (configuration not stated) | -7 | -0.2 | -23 | -9 | -130 | -98 | 1 | 6 | -11 | 4 | -17
CCOc1ccc(C(C(=O)NCC2CCCO2)N(C(=O)c2snc(C(N)=O)c2N)c2ccccc2F)cc1 (configuration not stated) | 0 | -0.3 | 6 | -21 | 13 | 23 | 12 | -10 | 6 | -3 | 19
Cc1cccc(N(Cc2cc3ccccc3[nH]c2=O)S(=O)(=O)c2ccccc2)c1 | 1 | -2.6 | -1 | 1 | 14 | 21 | 13 | -2 | 3 | -14 | -3
O=C(NCC(c1cccs1)N1CCOCC1)c1ccccc1NS(=O)(=O)c1cccc([N+](=O)[O-])c1 (configuration not stated) | -2 | 0.3 | 12 | -16 | -1 | 13 | 3 | -5 | -13 | -6 | 11
COCC1CCN(C(=O)c2cc(COc3ccc4c(c3)CCCC4)on2)C1 (configuration not stated) | -1 | -0.4 | 6 | 6 | -32 | -23 | 2 | -11 | 3 | -4 | -9
COCCNC(=O)C1(C)CCN(C(=O)c2cccnc2Oc2ccccc2)C1 (configuration not stated) | · | 4.9 | 23 | -34 | 8 | -12 | 3 | 1 | · | · | -8

Not all compounds are listed; rates above refer to the full screens.
